Source: PubChem BioAssay (several laboratories)
Mcl1 Noxa PPI = disrupts binding of human Mcl-1 to Noxa peptide; Q07820; TR-FRET Mcl-1/Noxa peptide binding, 2 h; inhibition, % at 21.7 µM; 1.5% of 220,000 active; AID 1022;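 active means compounds that cut the protein-peptide binding signal by more than 50% relative to plate controls in a single-dose test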;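 further: His-tagged Mcl-1 with rhodamine Noxa BH3 peptide and terbium anti-His antibody; 0% = Mcl-1 plus Noxa peptide wells and 100% = peptide-only wells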
Rab7 wt GTP bind = alters GTP binding to wildtype dog Rab7; GTP binding activity (percent of control), % at 10 µM; 0.055% of 190,000 active; GST-Rab7 beads, fluorescent GTP binding, flow cytometry; actives lie on both sides; untreated = 100%, excess cold GTP = 0%; AID 758;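 active means fluorescent GTP binding to Rab7 beads changed by at least 20 points from the 100% baseline, either direction, mostly lower; inconclusive means compound itself probably fluorescent, or too few beads counted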;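 further: median green fluorescence of bound Bodipy-FL-GTP per Rab7 bead population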
Pf gametocyte = kills late stage P. falciparum gametocytes; AID 743093; P. falciparum stage V gametocytes, ATP luminescence, 24 h; 0.065% of 150,000 active; inhibition, % at 10.9 µM;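 active means inhibition above the mean plus 3 SD of compounds within the control limits, set per campaign, cut at about 38% in these data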;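 further: 0% = DMSO wells and 100% = medium only without gametocytes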
Mcl-1 Bim block = disrupts Bim peptide binding to human Mcl-1; Q07820; Bead-based flow cytometry, Bim peptide-Mcl-1 binding; inhibition, % at 10 µM; 0.1% of 190,000 active; in the data active means inhibition above about 40%;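 further: 0% = no compound tracer wells and 100% = peptide blocker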
Rab2 wt GTP = changes GTP binding to wildtype dog Rab2A, up or down; P61105; GTP binding activity, % at 10 µM; GST-Rab2 wt beads, Bodipy-GTP binding, flow cytometry; 0.19% of 190,000 active;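 active means GTP binding activity at least 20 points away from 100%, either lowered or raised; inconclusive means signal likely due to the compound's own green fluorescence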;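 further: 0% = beads with excess unlabeled GTP and 100% = no-compound control corrected for plate trend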
RGS8-Gao reg = modulates binding of RGS8 to human Galphao; 0.34% of 220,000 active; multiplexed bead flow cytometry; actives lie on both sides; AID 1423; response (percent of control binding), % at 10 µM; P09471; in the data active means response below about 60% or above about 140%; inactive means in between;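 further: Galphao activated as the GDP aluminium fluoride complex binding bead-coupled RGS8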
Target sequence (P09471 whole entry, looked up): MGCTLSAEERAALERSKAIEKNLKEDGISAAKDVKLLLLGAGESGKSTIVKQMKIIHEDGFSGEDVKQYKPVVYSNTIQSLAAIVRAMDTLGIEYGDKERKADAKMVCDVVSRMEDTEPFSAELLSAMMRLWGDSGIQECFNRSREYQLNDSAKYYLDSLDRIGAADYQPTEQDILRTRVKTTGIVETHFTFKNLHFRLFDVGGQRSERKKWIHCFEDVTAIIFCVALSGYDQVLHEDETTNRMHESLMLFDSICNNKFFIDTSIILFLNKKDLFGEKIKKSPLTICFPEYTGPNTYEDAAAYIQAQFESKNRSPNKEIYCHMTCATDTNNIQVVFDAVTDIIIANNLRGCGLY
Rac1 wt modul = human Rac1 wildtype GTP binding, inhibitors and activators; GST-Rac1 beads, fluorescent GTP binding, flow cytometry; actives lie on both sides; 0 = cold GTP competed, 100 = untreated; GTP binding activity (% of control), % at 10 µM; 0.27% of 190,000 active;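 active means GTP binding activity at least 20 points away from the 100% control level, either lower or higher; inconclusive means compound flagged as likely green fluorescent, judged across all proteins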
HRas wt GTP bind = modulators of GTP binding to human HRas wildtype; GTP binding activity, % at 10 µM; 0.14% of 190,000 active; GST-Ras wt beads, Bodipy-FL-GTP binding, flow cytometry; actives lie on both sides; P01112; AID 759;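 active means GTP binding activity at least 20% away from the 100% baseline, either lowered as inhibitor or raised as activator; inconclusive means flagged as likely green fluorescent, judged across all proteins in the well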;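 further: 0% = unlabeled GTP competition control and 100% = no-compound control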
Target sequence (P01112 whole entry, looked up): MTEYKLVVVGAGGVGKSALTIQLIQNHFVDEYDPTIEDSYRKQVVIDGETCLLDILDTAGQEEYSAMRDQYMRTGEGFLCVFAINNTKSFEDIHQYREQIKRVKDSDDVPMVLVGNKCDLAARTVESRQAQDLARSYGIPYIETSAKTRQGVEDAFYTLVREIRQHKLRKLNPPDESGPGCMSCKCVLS
Mcl1-Bid inh = disrupts binding of human Mcl-1 to Bid peptide; 0.97% of 220,000 active; inhibition, % at 21.7 µM; AID 1021; TR-FRET Mcl-1/Bid-Dy647 peptide binding, 1536-well;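 active means compounds that cut the binding signal by more than half at the single screening dose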;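 further: His-tagged Mcl-1 with europium anti-His antibody binding Bid BH3 peptide; 0% = Mcl-1 plus peptide wells and 100% = peptide-only wells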
Rac1 mut GTP = modulators of GTP binding to human Rac1 activated mutant. AID 764. percent activity (GTP binding), % at 10 µM. 0.11% of 190,000 active. GST-Rac1 activated beads, fluorescent GTP binding, flow cytometry; actives lie on both sides; 100% means binding = to untreated wells;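 active means GTP binding at least 20 percentage points away from the 100% baseline, in either direction, so actives lie on both sides; inconclusive means Compound likely fluorescent itself, or too few beads counted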
Cdc42 wt GTP = changes GTP binding to wildtype human Cdc42; percent activity (GTP binding), % at 10 µM; 0.2% of 190,000 active; GST-Cdc42 beads, Bodipy-GTP binding, flow cytometry; actives lie on both sides;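 active means percent activity GTP binding at least 20 points away from the 100% baseline, either down as inhibitor or up as activator; inconclusive means compound flagged as likely green fluorescent from well-wide comparison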;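 further: median bead fluorescence of bound Bodipy-FL-GTP at 100 nM; 0% = excess unlabeled GTP control and 100% = no compound control; below 100% means less GTP binding so inhibitor and above means activator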
Target sequence (P60953 whole entry, looked up): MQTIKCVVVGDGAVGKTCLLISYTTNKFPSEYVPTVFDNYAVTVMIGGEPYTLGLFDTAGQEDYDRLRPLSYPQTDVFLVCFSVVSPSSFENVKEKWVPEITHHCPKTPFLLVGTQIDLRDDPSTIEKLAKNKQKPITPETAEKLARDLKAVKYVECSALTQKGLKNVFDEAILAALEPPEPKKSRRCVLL
Starred values were filed as active, the others as inactive; i = inactive; ? = inconclusive; / = not tested or not shown; [ ] = remark or other dose.

#	compound	Mcl1 Noxa PPI	Rab7 wt GTP bind	Pf gametocyte	Mcl-1 Bim block	Rab2 wt GTP	RGS8-Gao reg	Rac1 wt modul	HRas wt GTP bind	Mcl1-Bid inh	Rac1 mut GTP	Cdc42 wt GTP
1	Cc1ccc2c(c1)SC1=NC(c3ccccc3)(C(F)(F)F)NC(=O)N12 (stereo not given)	5	?	/	0	?	101	?	?	-5	?	?
2	CC(=O)NC(Cc1ccc(F)c(F)c1)C(=O)NC1CCN(C(=O)c2ccc(C)cc2)CC1 (stereo not given)	3	101	5	3	99	100	103	101	-26	97	99
3	O=C(CSc1ncnc2c1oc1ccccc12)Nc1ccc2c(c1)OCCO2	i	?	-14	-1	?	102	?	?	-148	?	?
4	O=C(NCc1cccnc1)c1ccccc1Br	4	101	/	0	98	99	98	98	-3	99	98
5	O=C1c2cccc3cccc(c23)C(=O)N1c1ccncc1	12	102	/	-5	101	77	104	99	-3	96	101
6	O=C(NCc1cccnc1)Nc1ccccc1	-6	96	-3	-1	96	106	97	96	-11	96	94
7	COCCSc1nnc(NC(=O)c2ccc(NC(C)=O)cc2)s1	19	106	-5	0	99	104	102	102	-1	97	100
8	O=C(NCc1ccccc1)c1cc(S(=O)(=O)N2CCOCC2)ccc1F	18	?	/	-5	?	99	?	?	-20	?	?
9	Cc1ccc(Cl)cc1N1CCN(CC(=O)NC2CCCc3ccccc32)CC1 (stereo not given)	15	102	-17	-3	101	99	101	101	-2	97	96
10	CC1CCCC(C)N1S(=O)(=O)c1ccc(NC(=O)CNCC2CCCO2)cc1 (stereo not given)	19	95	18	0	96	99	99	98	45	97	101
11	CC(=O)SCCC(=O)N1C(C)CCCC1C(=O)O (stereo not given)	/	96	3	0	95	102	93	96	-25	95	96
12	CCCNC(=O)Cn1nc(C(F)(F)F)c2c1CCCC2	5	?	/	-1	?	105	?	?	5	?	?
13	O=C(Nc1ccccc1)c1ccncc1	-11	100	/	-4	100	103	102	101	-13	98	99
14	O=C(Nc1ccc2c(c1)OCO2)c1cccc2c1C(=O)N(Cc1cccnc1)C2	47	97	/	4	95	99	96	98	-16	97	97
15	Cc1cc2cc3c(cc2nc1SCC(=O)O)CCC3	13	101	4	-1	96	101	97	97	10	93	92
16	O=C(C1=C[C@@H](c2csc3ccccc23)C[C@@H](OCc2ccc(CO)cc2)O1)N1CCN(Cc2ccc3c(c2)OCO3)CC1	-12	100	5	0	96	96	98	96	97*	97	96
17	Cc1cccc(N(CC(=O)NCCSCc2ccccc2)S(C)(=O)=O)c1	19	99	/	0	96	98	102	98	-16	96	97
18	CC1(C)CC(=O)C=C(N2CCOCC2)C1	0	98	-30	0	97	103	101	97	-25	93	96
19	CCOc1cc(/C=N/Nc2ncnc(Cl)c2N)ccc1O	26	95	-5	-2	84	101	84	87	-29	93	94
20	COc1ccc(CN2CCC(CNC(=O)NC3CCCCC3)CC2)cc1	6	98	-26	0	100	99	102	99	-11	98	100

Structural class, the entries above containing an aryl thioether with sulfur outside any ring (3)
#	compound	Mcl1 Noxa PPI	Rab7 wt GTP bind	Pf gametocyte	Mcl-1 Bim block	Rab2 wt GTP	RGS8-Gao reg	Rac1 wt modul	HRas wt GTP bind	Mcl1-Bid inh	Rac1 mut GTP	Cdc42 wt GTP
3	O=C(CSc1ncnc2c1oc1ccccc12)Nc1ccc2c(c1)OCCO2	i	?	-14	-1	?	102	?	?	-148	?	?
7	COCCSc1nnc(NC(=O)c2ccc(NC(C)=O)cc2)s1	19	106	-5	0	99	104	102	102	-1	97	100
15	Cc1cc2cc3c(cc2nc1SCC(=O)O)CCC3	13	101	4	-1	96	101	97	97	10	93	92

Later entries.
#	compound	Mcl1 Noxa PPI	Rab7 wt GTP bind	Pf gametocyte	Mcl-1 Bim block	Rab2 wt GTP	RGS8-Gao reg	Rac1 wt modul	HRas wt GTP bind	Mcl1-Bid inh	Rac1 mut GTP	Cdc42 wt GTP
21	O=C(C[n+]1ccc(C(=O)c2ccccc2)cc1)Nc1ccc(C(F)(F)F)cc1	-15	101	/	-1	101	102	106	99	-15	97	99
22	CC(=O)c1sc(NC(=O)c2ccc(F)c(F)c2)nc1C	0	99	/	-1	99	103	100	100	15	96	99
23	CN(C)c1ccc(N/C(=N\S(=O)(=O)c2cccs2)c2ccccc2)cc1	2	98	/	-9	97	98	105	101	-24	100	104
24	O=C(C[N+]1(CC#Cc2ccccc2)CCOCC1)c1ccccc1	-2	104	-3	-2	102	99	101	101	6	98	100
25	Cc1ccc(S(=O)(=O)c2ccc(Cl)cc2)cc1S(=O)(=O)N1CCOCC1	10	101	/	-1	104	105	107	102	1	100	107
26	O=C(NCC1CCCO1)c1onc(CSc2cccc3ccccc23)c1C(=O)O (stereo not given)	23	95	-22	-1	94	103	94	95	25	93	94
27	Cc1ncoc1C(=O)Nc1ccccc1-c1ccccc1	11	97	/	-4	98	100	103	100	-20	100	100
28	N=c1n(CCN2CCOCC2)c2ccccc2n1CC(O)COc1ccccc1 (stereo not given)	1	105	8	0	108	100	108	107	-26	103	111
29	O=C(Cn1nnc(-c2ccccc2F)n1)OCC(=O)c1ccccc1	13	101	2	-2	96	99	97	96	-13	94	95
30	COc1cc(OC)c(CN2CCN(c3ccc(F)cc3)CC2)cc1Br	29	106	-6	/	107	101	105	108	1	102	105
31	CCN1/C(=C\c2ccc3cc(C)ccc3[n+]2CC)Sc2cc(C)c(C)cc21	23	96	9	15	91	98	100	89	-17	99	91
32	NC(=O)CSc1nc2ccccc2n1Cc1ccccc1F	-9	96	4	0	93	102	95	97	-9	97	95
33	COc1ccc(CNC(=O)COc2ccc(C(=O)c3ccc(F)cc3)cc2)cc1	-58	91	-16	-3	81	101	89	87	-17	84	87
34	Cc1cc2cc(CNC(=O)Nc3ccccc3)ccc2[nH]1	-13	105	-14	1	96	104	97	98	-51	97	93
35	CC(=O)Nc1ccc(N2C(=O)CCC2=O)cc1C	1	100	/	5	100	100	102	101	10	99	102
36	Cc1ccc(/C=N/NC(=O)CSc2nc3ccccc3n2Cc2ccc(Cl)cc2)o1	18	99	3	-3	97	94	100	98	-20	98	98
37	CSc1ccccc1NC(=O)c1cc(-c2cccnc2)nc2ccc(Br)cc12	49	111	-22	0	102	98	98	98	64*	90	100
38	COc1ccc(CN(C(=O)Cc2c[nH]c3ccccc23)C(C(=O)NC2CCCCC2)c2ccc(C)o2)cc1 (stereo not given)	7	96	-26	-2	98	100	95	98	-15	94	95
39	CCOc1ccccc1N1CN(CC)CNC1=S	-8	106	/	0	103	100	102	103	-10	101	105
40	CCCC/C(O)=C1\C(=O)CC(C)(C)CC1=NCCCCCC(=O)O	-17	?	/	0	?	100	?	?	-8	?	?

Some entries already given, reduced to Rab7 wt GTP bind, Mcl1-Bid inh and Mcl-1 Bim block:
entry | SMILES | Rab7 wt GTP bind | Mcl1-Bid inh | Mcl-1 Bim block
8 | O=C(NCc1ccccc1)c1cc(S(=O)(=O)N2CCOCC2)ccc1F | ? | -20 | -5
9 | Cc1ccc(Cl)cc1N1CCN(CC(=O)NC2CCCc3ccccc32)CC1 (stereo not given) | 102 | -2 | -3
10 | CC1CCCC(C)N1S(=O)(=O)c1ccc(NC(=O)CNCC2CCCO2)cc1 (stereo not given) | 95 | 45 | 0
11 | CC(=O)SCCC(=O)N1C(C)CCCC1C(=O)O (stereo not given) | 96 | -25 | 0

(cont.)
#	compound	Mcl1 Noxa PPI	Rab7 wt GTP bind	Pf gametocyte	Mcl-1 Bim block	Rab2 wt GTP	RGS8-Gao reg	Rac1 wt modul	HRas wt GTP bind	Mcl1-Bid inh	Rac1 mut GTP	Cdc42 wt GTP
41	O=C(c1cccc(F)c1)N1CCC(N2CCCCCC2)CC1	21	98	1	0	100	105	100	103	31	99	103
42	COc1ccc(OCC(=O)Nc2ccc(NC(=O)c3ccco3)cc2)cc1	2	99	4	-5	101	100	104	102	-4	101	106
43	Cc1cc2ccccc2n1CCNC(=O)C1CCCC1	-7	95	-19	-2	94	97	96	93	-19	95	95
44	CCOC(=O)C1=C(C)OC(N)=C(C#N)C1c1ccc(C)o1 (stereo not given)	-11	96	/	-6	98	98	100	97	-10	98	101
45	Cc1ccc(C(=O)Oc2cc(-c3ccccc3)no2)cc1	4	102	9	-2	101	101	108	103	-36	100	103
46	Cc1ccc(/C=N\NC(=O)COc2ccc(C)cc2[N+](=O)[O-])cc1	6	97	/	-1	95	101	95	96	6	92	96
47	COc1ccc(CCN(CC(=O)NC2CCCC2)C(=O)CCC(=O)Nc2cc(C)on2)cc1OC	-9	96	/	0	97	105	96	96	-7	96	98
48	NS(=O)(=O)c1cccc(NC(=O)Cc2ccc(Cl)c(Cl)c2)c1	9	104	-21	0	100	148*[activator]	97	99	2	97	102
49	O=C(COc1ccc2ccccc2c1)N1CCCC1	4	105	6	1	103	100	109	107	-20	102	106
50	CCOC(=O)/C(=C/c1c(C)n(C)c2ccc([N+](=O)[O-])cc12)C(C)=O	16	105	-13	1	96	98	104	97	3	90	97
51	Cc1ccc(CCNC(=O)C2CCCN(c3nc4ccccc4o3)C2)cc1 (stereo not given)	-2	93	/	-5	93	108	91	91	-8	92	91
52	C=CC(C)n1c(Br)nc2c1c(=O)[nH]c(=O)n2C (stereo not given)	-17	97	/	0	97	102	102	99	-24	97	99
53	CCN1C(=O)/C(=C\N2CCCc3ccccc32)SC1=S	11	101	/	-2	101	92	102	101	-31	99	102
54	O=C(Nc1ccc2c(c1)OCO2)C1CCCN(S(=O)(=O)Cc2ccccc2)C1 (stereo not given)	19	98	/	-5	97	104	97	99	-7	97	97
55	NC(=O)c1c(N)sc(=S)n1-c1ccccc1	-2	100	/	0	103	99	107	103	-57	102	105
56	O=C(C1=C[C@@H](c2ccc(Br)cc2)C[C@@H](OCc2ccc(CO)cc2)O1)N1CCN(Cc2ccc3c(c2)OCO3)CC1	3	102	/	-3	96	101	98	97	3	96	97
57	Cc1cc([N+](=O)[O-])nn1CC(=O)Nc1ccc(Cl)cn1	2	96	12	4	98	90	101	97	0	95	98
58	NC(=O)c1nsc(C(=O)N(c2ccc(Cl)cc2)C(C(=O)NCC2CCCO2)c2cccs2)c1N (stereo not given)	16	96	/	3	96	83	94	94	6	94	97
59	O=S(=O)(NC1=NCCC1)c1cccs1	0	99	/	-3	102	100	100	101	-17	100	101
60	Cc1cccc(-n2ncc3c(NCCCn4ccnc4)ncnc32)c1	2	94	/	-5	96	120	102	98	-29	99	99
